GLS inh – glutaminase GLS (human) inhibition. Potency, µM (doses to about 45.5 µM), without a hit: at the top dose activity change, negative = inhibition, usual class: inhibitors. AID 624170. hit rate 0.21% among 410,000. GLS enzymatic activity, qHTS titration; active = well fitted inhibition curve with a large enough effect; note: potency is the fitted concentration of half-maximal effect
Target sequence (O94925 whole entry, looked up): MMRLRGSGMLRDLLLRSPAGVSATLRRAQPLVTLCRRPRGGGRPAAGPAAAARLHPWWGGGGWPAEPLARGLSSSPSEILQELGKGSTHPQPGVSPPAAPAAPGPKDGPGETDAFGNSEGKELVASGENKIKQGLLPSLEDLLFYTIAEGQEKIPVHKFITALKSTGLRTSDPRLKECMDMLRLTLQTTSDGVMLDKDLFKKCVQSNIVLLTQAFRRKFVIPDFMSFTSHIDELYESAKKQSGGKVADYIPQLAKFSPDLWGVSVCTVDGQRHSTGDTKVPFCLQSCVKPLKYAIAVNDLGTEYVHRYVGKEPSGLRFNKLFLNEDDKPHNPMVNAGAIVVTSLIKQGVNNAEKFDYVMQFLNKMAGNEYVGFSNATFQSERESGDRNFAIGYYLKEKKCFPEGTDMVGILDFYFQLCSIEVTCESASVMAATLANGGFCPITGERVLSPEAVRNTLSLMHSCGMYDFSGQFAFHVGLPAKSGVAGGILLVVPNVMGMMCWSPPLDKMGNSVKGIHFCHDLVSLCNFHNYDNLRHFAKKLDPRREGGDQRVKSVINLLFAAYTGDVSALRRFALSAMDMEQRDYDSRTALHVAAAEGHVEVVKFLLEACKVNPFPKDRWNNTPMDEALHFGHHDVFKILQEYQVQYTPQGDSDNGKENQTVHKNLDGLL
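Read-out is an Amplex red fluorescence increase coupled through glutamate oxidase and HRP, measured before and after 30 min room-temperature incubation. hKGA is in 45 mM KH2PO4 (pH 8.2) with 0.02% Tween-20; glutamine added as 1mM solution.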
PI4K2A block – PI4K2A (human) kinase inhibition | Q9BTU6 | purified PI4K2A, ADP-Glo luminescence, 1 h; stronger effect = lower value | activity change, negative = inhibition, % at 76.9 µM | hit rate 0.13% among 420,000 | AID 1346378; in the data active = activity change below about -50%;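 note: -100% = wells without enzyme as full effect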
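PI4K2A activity was measured by ADP-Glo luminescence: enzyme (4 ug/mL stock) and phosphatidylinositol (1.2 mM stock) in Tris pH 7.5/MgCl2/EGTA/Triton X-100 buffer were reacted with ATP (300 microM stock) for one hour at ambient temperature.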
An asterisk follows results filed as active; [ ] = another dose, or the depositor's remark. Unless noted, % is set by controls: 0 for no effect and ±100 for the full control effect. Not all compounds are listed; the hit share may differ from the screen's.

Compound | GLS inh | PI4K2A block
COc1ccc(N2CCN(C(=O)/C=C/[C@H]3O[C@@H](n4ccc(=O)[nH]c4=O)[C@H](O)[C@@H]3O)CC2)cc1 | 45.9%[activator] | 2.1
Cc1cccc(C)c1NC(=O)C1c2ccccc2OCC(=O)N1CCc1ccccc1 (centres undefined) | 1.1% | -1.5
Cc1ccc(Cn2cc(CN3CC(N4CCCC4)CS3(=O)=O)nn2)cc1 (centres undefined) | -2.1% | 1.6
CC(C)(C)c1ccc(S(=O)(=O)NC(=O)C2(C)CCN2C(=O)C2CCCCC2)cc1 (centres undefined) | 5.7% | -3.3
COc1ccc(Nc2c(-c3cccc(OC)c3)nc3nc(C)cc(C)n23)cc1 | 17.5% | 18.3
Cc1ccc(OCc2nnn(CC(=O)NS(=O)(=O)c3c(C)noc3C)c2-c2ccccc2)cc1 | 20.3% | -4.7
CC(C)c1cccc(-c2csc(C(O)c3ccc(F)cc3)n2)c1 (centres undefined) | 1.1% | -1.4
CC(=O)Nc1cccc(-c2ccnc3c2CC(C)(C(=O)NCc2cccc(Cl)c2)O3)c1 (centres undefined) | -5.7% | -5.1
COc1cc(Cl)ccc1OC1(C)CCN(Cc2cccc(OC)c2OC)C1 (centres undefined) | 24.1% | -0.8
CCc1nc2c(OCC(=O)c3ccc(F)cc3)cccn2c1N(C)C(=O)c1cccs1 | -0.6% | -3.2
CNc1ccc2ncc(-c3cccc(C(=O)N(C)C)c3)n2n1 | -10.7% | -4.5
O=C1NC[C@H](CCCCN2C[C@H](Cc3ccccc3)N(CCc3ccc(O)cc3)C(=O)C2=O)N(CCc2ccccc2)C1=O | 6.1% | 0.1
CC1CC(C)CN(C(C(=O)NC2CCCCC2)c2ccnc3ccccc23)C1 (centres undefined) | -0.2% | -0.1
Cc1c(C(=O)NCc2ccccc2C(F)(F)F)sc(=O)n1Cc1ccc2c(c1)OCO2 | -5.0% | 2.8
CCOC1=C2[C@H](c3cccs3)N(S(=O)(=O)c3ccc(C)cc3)C[C@H]2n2c(=O)n(-c3ccccc3)c(=O)n2C1 | 1.2% | 1.3
CC(O)(c1ccc(F)c(F)c1)c1nc(-c2ccccc2)cs1 (centres undefined) | 11.5% | -4.0
Cc1cccnc1C(NC(=O)C1CCN(CCCc2ccccc2)CC1)c1ccc(Cl)cc1 (centres undefined) | -0.2% | -2.1
CC1(C(=O)Nc2cccc(Oc3ccccc3)c2)CCN1Cc1ccccc1OC(F)F (centres undefined) | 13.0% | 0.1
CC1(C(=O)NS(=O)(=O)c2ccccc2)CCN1C(=O)CCc1ccccc1 (centres undefined) | -3.1% | 1.9
CN(Cc1ccc2c(c1)CCCN2C)C(=O)[C@H]1O[C@@H](n2cnc3c(N)ncnc32)[C@H](O)[C@@H]1O | 41.0%[activator] | -4.2
OC(c1ccc(Cl)c(F)c1)c1ncc(-c2ccc(F)cc2)[nH]1 (centres undefined) | -4.6% | 1.9
CC(C)(C)OC(=O)N(CC1CCNCC1)C(=O)c1[nH]c(C(F)(F)F)nc1-c1ccccc1 | 9.2% | -0.8
Clc1cccc(-c2nc3ccc(Cl)cn3c2Cc2ccsc2)c1 | 70.8%[activator] | -3.3
COc1ccccc1COc1cccn2c(N(C)C(=O)CCC3CCCC3)c(C)nc12 | -3.3% | 0.8
CN(CCC#N)c1ccc(C=C(C#N)c2cccc(C(F)(F)F)c2)cc1 | 4.3% | -0.9
CC(=O)N1CCN(C(=O)c2[nH]c(C(F)(F)F)nc2-c2ccccc2)CC1 | -1.7% | -3.5
O=C(c1[nH]c(C(F)(F)F)nc1-c1ccccc1)N1CCN(c2ncccn2)CC1 | 11.4% | -10.9
COCc1cccc(-c2csc(C(NC(C)=O)c3cccc(OC)c3)n2)c1 (centres undefined) | -4.9% | 2.7
O=C(OCc1ccccc1)N1CCC2CC1c1ccc(-c3cccc(F)c3)cc12 (centres undefined) | 10.9% | -1.2
CCCCNC(=O)C1(C)CCCCN1C(=O)c1sccc1C (centres undefined) | -12.6% | -2.0
COc1ccc(Cc2c(-c3ccccc3)nc3ccc(Br)cn23)c(C)c1 | 5.4% | -13.6
CC(=O)c1cccc(-c2cnc3c(NC=O)cc(-c4ccccc4)cn23)c1 | 2.3% | -3.2
COc1cccc(-c2cc(NC=O)c3ncc(-c4ccc(F)c(Cl)c4)n3c2)c1 | -1.7% | -3.1
COc1cccc(-c2cnc(C(O)c3ccc(Cl)cc3)[nH]2)c1 (centres undefined) | 0.4% | -0.2
CC(=O)C1=CCC(c2cccc(Cl)c2)N(S(=O)(=O)c2ccc(C)cc2)C1 (centres undefined) | -1.1% | -4.1
Cn1ccc2c(-c3cccnc3)cc3c(c21)C1CCC3C1 (centres undefined) | -0.9% | 0.8
Nc1ncnc2c1ncn2[C@@H]1O[C@H](C(=O)N[C@H]2c3ccccc3C[C@H]2O)[C@@H](O)[C@H]1O | 1.9% | -1.7
COCc1cn(CC(=O)c2sc(NC(=O)C(C)(C)C)nc2C)nn1 | 18.3% | 5.0
CC(C)C[C@@H]1O[C@H](C(C)C)Cc2[nH][nH]c(=O)c21 | 14.8% | 3.7
COc1ccc(NC(=O)c2cc(C3CCCCN3S(=O)(=O)c3cn(C)cn3)on2)c(C)c1 (centres undefined) | 1.2% | -4.2
CN1C2C=CC(=O)C1C1C(=O)N(c3ccccc3)C(=O)C12 (centres undefined) | 3.4% | 1.5
Cc1cn([C@H]2C[C@H](O)[C@@H](CCC(=O)NCc3cccs3)O2)c(=O)[nH]c1=O | 7.1% | 1.9
CN1CCN2c3ccccc3CC(C#N)(C#N)C2C1 (centres undefined) | 6.6% | -1.1
CC(=O)Nc1cccc(-c2ccnc3c2CC(C(=O)NCc2ccc(N4CCN(C)CC4)cc2)O3)c1 (centres undefined) | 34.8%[activator] | -1.0
Cc1ccc(S(=O)(=O)Nc2ccc(Nc3nccn4c(-c5ccccc5Oc5ccccc5)cnc34)cc2)cc1 | 0.7% | 0.2
CC(C)C[C@H]1CNC(=S)N1C[C@H]1CCCN1C[C@H](Cc1ccc(O)cc1)N1C[C@H](CC(C)C)N(CC2CCCCCC2)C1=S | 12.2% | -4.0
O=C1NC[C@H](CCCCN2C[C@H](Cc3ccccc3)N(CCC3CCCCC3)C(=O)C2=O)N(CCC2CCCCC2)C1=O | -1.0% | 2.1
COCCNC(=O)C1CCCN(C(=O)c2ccc3c(c2)C(C)(C)CCC3(C)C)CC1 (centres undefined) | 9.2% | 1.0
Cc1cc(C)c(C(O)c2ncc(-c3cccc4ccccc34)[nH]2)c(C)c1 (centres undefined) | 3.3% | -2.8
COCCNc1nc(Nc2ccccc2Cl)c2sc(-c3ccccc3)cc2n1 | 3.5% | -1.8

(list continues)
Compound | GLS inh | PI4K2A block
CCc1nc2c(OCc3ccccc3C)cccn2c1N(C)C(=O)c1ccc(C)cc1 | 13.2% | -4.6
Cc1ccc(C(O)c2ncc(-c3ccccc3Cl)[nH]2)c(C)c1 (centres undefined) | -11.6% | -0.5
CCc1nc2c(OCc3ccc(Cl)cc3Cl)cccn2c1N(C)C(=O)C1CC1 | 10.3% | -3.2
CCOC(=O)C1CCCN(C(=O)c2ccc(F)c(C)c2)CC1 (centres undefined) | -0.6% | -4.7
COc1cc(CNc2ncnc3c2ncn3[C@H]2CN(Cc3ccc(Cl)cc3)C[C@@H](CO)O2)cc(OC)c1OC | 1.8% | 5.1
CC(C)C[C@H]1CN(CCCC[C@@H]2CNC(=O)C(=O)N2CC2CCCCC2)C(=O)C(=O)N1CCc1ccccc1 | -5.7% | -0.8
CCCCOc1ccc(S(=O)(=O)NC(=O)C2(C)CCN2C(=O)c2c(C)noc2C)cc1 (centres undefined) | -1.6% | 3.2
CC(O)(c1cccnc1)c1nc(/C=C/c2ccccc2)cs1 (centres undefined) | -10.2% | -2.3
C[C@H](O)[C@@H]1CN2CCc3c([nH]c4ccccc34)[C@@H]2C[C@@H]1N(C)C(=S)Nc1ccc(C#N)cc1 | -28.0% | -2.7
COc1ccccc1Cc1c(-c2ccccc2)nc2ccc(Cl)cn12 | -2.7% | 1.7

Entries of single compounds as entered above. Order of values: GLS inh | PI4K2A block
CCCCOc1ccc(S(=O)(=O)NC(=O)C2(C)CCN2C(=O)c2c(C)noc2C)cc1 (centres undefined) as listed: -1.6% | 3.2
COc1cc(CNc2ncnc3c2ncn3[C@H]2CN(Cc3ccc(Cl)cc3)C[C@@H](CO)O2)cc(OC)c1OC as listed: 1.8% | 5.1

(cont.)
molecule,GLS inh,PI4K2A block
CC(=O)c1cccc(-c2ccc3c(c2)C(C)(Cc2ccccc2F)C(=O)N3)c1 (centres undefined),0.6%,-8.8
O=C(Nc1cccc2ccccc12)c1csc([C@@H]2O[C@H](CO)[C@@H](O)[C@H]2O)n1,8.9%,-1.6
CN(C)C(=O)c1cccc(-c2cnc3c(NC=O)cc(-c4ccccc4F)cn23)c1,-3.8%,-4.1
COc1cc(F)ccc1-c1csc(C(C)(O)c2ccc(F)c(F)c2)n1 (centres undefined),-6.7%,2.3
CC1=C(C(=O)N(C(C)C)C(C)C)CC(CC(=O)NCc2cccc3ccccc23)C(=O)N1CCC1=CCCCC1 (centres undefined),-19.3%,1.6
CC1(C(=O)Nc2nccs2)CCN1C(=O)C1(c2ccccc2)CC1 (centres undefined),-10.4%,-3.4
Cc1ccc(-c2cnc(C(O)c3ccc(C)cc3)[nH]2)cc1 (centres undefined),2.5%,-2.0
COC(=O)c1ccc2nc(-c3ccccc3)c(Cc3ccsc3)n2c1,-3.5%,-3.8
Cc1cccc(CN2CCN(C3CN(Cc4ccc([N+](=O)[O-])cc4)S(=O)(=O)C3)CC2)c1 (centres undefined),4.4%,-3.5
CC(=O)Nc1cnc(-c2cccc(C(=O)N(C)C)c2)cn1,-2.7%,-0.9
COc1ccc(OC)c(NC(=O)C2(C)CCN2C(=O)C(C)(C)c2ccccc2)c1 (centres undefined),4.7%,-4.4
CCOC(=O)[C@]12CCC=C1N(Cc1cccc3ccccc13)C(=O)[C@H](CC(=O)NCc1ccc(OC)c(OC)c1)C2,2.8%,-3.5
COc1ccc(-c2cnc3c(NC(C)=O)cc(-c4cccc(C(=O)NCCN(C)C)c4)cn23)cc1OC,13.4%,0.1
CC1(C(=O)NS(=O)(=O)C2CC2)CCCN(C(=O)c2ccccc2)C1 (centres undefined),2.0%,-0.6
CC1(C(=O)NS(=O)(=O)c2ccc(Cl)cc2)CCN1C(=O)CCC1CCCC1 (centres undefined),16.4%,-2.3
Cc1ccc(S(=O)(=O)NC(=O)C2(C)CCN2C(=O)CC2CCCC2)nc1 (centres undefined),3.0%,0.4
CCOC(=O)[C@]12CCCC=C1N(Cc1ccc3c(c1)OCO3)C(=O)[C@H](CC(=O)N1CCN(C(=O)c3ccco3)CC1)C2,3.2%,-2.9
Cc1cn([C@H]2C[C@H](O)[C@@H](/C=C/C(=O)NCc3ccco3)O2)c(=O)[nH]c1=O,-3.0%,0.7
N#Cc1cccc(NC(=O)c2cc(C3CCCCN3C(=O)CCCc3ccccc3)on2)c1 (centres undefined),4.3%,-3.7
CN1CCN(c2cc(-c3cccc(C(=O)O)c3)nc3ccnn23)CC1,0.7%,2.7
NC(Cc1ccc(Cl)cc1)c1csc(NC(=O)Nc2ccccc2-c2ccccc2)n1 (centres undefined),4.5%,3.2
CCCCn1c(O)c2n(c1=O)Cc1ccccc1N=C2c1ccccc1,-4.3%,0.6
COc1ccc(C(C)(O)c2nc(-c3ccccc3)cs2)cc1 (centres undefined),1.7%,4.0
C=C1C(=O)OC2C1CCC(C)=CCCC1(C)OC21 (centres undefined),-17.2%,27.6
COCCNC(=O)C1(C)CCCN(C(=O)c2ccc(C(F)(F)F)cc2)C1 (centres undefined),5.3%,4.2
FC(F)(F)c1ccccc1Cc1c(C2CCCCC2)nc2c3ccccc3ccn12,-4.9%,-2.3
C#CCNC(=O)c1cc2c(Br)ccc(Br)c2nc1N,-17.2%,2.1
NC(=O)c1cccc(-c2cccc3nccn23)c1,1.1%,-0.5
COCCNC(=O)c1cc2c(c(-c3cccc(-c4cc5ccccc5o4)c3)n1)[C@@H](CCO)N(S(=O)C(C)(C)C)C2 (some centres undefined),14.8%,-0.8
Cc1ccc(-c2cnc(C(O)c3cccc(Cl)c3)[nH]2)cc1 (centres undefined),-3.4%,2.0
NC(c1cccc(F)c1)c1nc(-c2ccc(Cl)cc2)cs1 (centres undefined),5.7%,-1.3
Cc1ccc(NC(=O)C2(C)CCN2C(=O)C2CCCCC2)cc1C (centres undefined),-0.3%,-3.9

Quoted from the listing, 6 compounds:
molecule,GLS inh,PI4K2A block
CCOC(=O)[C@]12CCCC=C1N(Cc1ccc3c(c1)OCO3)C(=O)[C@H](CC(=O)N1CCN(C(=O)c3ccco3)CC1)C2,3.2%,-2.9
Cc1cn([C@H]2C[C@H](O)[C@@H](/C=C/C(=O)NCc3ccco3)O2)c(=O)[nH]c1=O,-3.0%,0.7
N#Cc1cccc(NC(=O)c2cc(C3CCCCN3C(=O)CCCc3ccccc3)on2)c1 (centres undefined),4.3%,-3.7
CN1CCN(c2cc(-c3cccc(C(=O)O)c3)nc3ccnn23)CC1,0.7%,2.7
NC(Cc1ccc(Cl)cc1)c1csc(NC(=O)Nc2ccccc2-c2ccccc2)n1 (centres undefined),4.5%,3.2
CCCCn1c(O)c2n(c1=O)Cc1ccccc1N=C2c1ccccc1,-4.3%,0.6
